Screening results as filed in PubChem BioAssay.
NF-kB neuron act: compounds increasing NF-kB expression in human neuronal cells | NF-kB reporter expression; stronger effect = higher value | fold change at 12.5 µM | actives 1.6% (n = 190,000) | AID 1239; in the data active = fold change above about 3.3
Redox H2O2 prof: compounds producing H2O2 with reducing agent – biochemical, NIH compound library profiling, artefact control for MLSCN library redox annotation, primary screen; activation, % at 10 µM; actives 0.03% (n = 200,000); DTT-dependent redox cycling H2O2, phenol red/HRP absorbance; 100% = 100 µM peroxide control, 0% = buffer; AID 878;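 active = activation of at least 50% relative to the plate's high and low controls in the primary single-dose screen; inactive = activation below 50%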;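 also: compound incubated with DTT at 0.8 mM final as the reducing agent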
STAT1 act: STAT1 signaling activation; NIH 3T3 STAT1-luciferase reporter, IFN-gamma, luminescence; 100% = IFN-gamma alone, no compound; activation (% of control), % at 5.5 µM; actives 2.6% (n = 200,000);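 active = activation above the screen-wide mean activation plus 3 SD, cut at about 130% in these data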;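 also: raw ratio to IFN-gamma control signal so 100% means no change and 0% no light; values of inactives mirror those of a sister screen read the other way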
STAT3 activator: activators of IL-6 induced STAT3 signaling. U3A cells, IL-6 STAT3-luciferase reporter, luminescence; 100% = signal with IL-6 EC80 alone. activation (% of control), % at 5.6 µM. actives 0.91% (n = 190,000);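 active = activation above the screen-wide mean of compound activation plus 3 SD, cut at about 130% in these data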;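 also: 0% = background luminescence of wells with medium and substrate only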
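Test system: human U3A cells carrying STAT3-luciferase construct; control set: IL-6-only wells as 100% reference; timing: compound pre-incubation 1 h before IL-6, then 6 h stimulation at 37 °C; also added: IL-6 stimulus at 33 ng/mL final; evaluation: % activation versus median of IL-6-stimulated wells; detection: reporter luminescence signal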
STAT3 inh: STAT3 signaling inhibition; actives 0.89% (n = 190,000); inhibition, % at 5.5 µM; U3A cells, IL-6 STAT3-luciferase reporter, luminescence; host cell line lacks STAT1; AID 862;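 active = inhibition above the mean inhibition across all screened compounds plus 3 SD, cut at about 44% in these data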;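 also: 0% = DMSO only wells and 100% = 100 µM nifuroxazide control wells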
STAT1 blocker: STAT1 signaling inhibition; NIH 3T3 STAT1-luciferase reporter, IFN-gamma, luminescence; inhibition, % at 5.5 µM; actives 0.35% (n = 200,000);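 active = inhibition above a set limit, the mean inhibition across all tested compounds plus 3 SD, cut at about 34% in these data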;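 also: 0% = IFN-gamma with DMSO and 100% = IFN-gamma with 300 µM nifuroxazide; values of inactives mirror those of a sister screen read the other way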
Efa HMGR inh: inhibitors of class II HMG-CoA reductase from Enterococcus faecalis | purified E. faecalis HMGR, NADPH absorbance 340 nm kinetic | inhibition, % at 10 µM | actives 0.41% (n = 190,000) | AID 1066;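 active = inhibition above a set limit, the median over all tested compounds plus 3 SD, cut at about 9.5% in these data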;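 also: enzyme runs in reverse so mevalonate oxidation gives rising NADPH absorbance; 0% = complete reaction with DMSO and 100% = background rate lacking mevalonate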
Hsp70 activator: Hsp70 transcriptional activation, primary screen. activation, % at 10 µM. actives 0.04% (n = 200,000). HeLa Hsp70 promoter luciferase reporter, luminescence; scaled: vehicle 0, proteasome-inhibitor control 100%;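 active = activation above the mean across all tested compounds plus 3 SD, cutoff set per campaign, cut at about 5.5% in these data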;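 also: 100% = MG132 at 30 µM as the positive control and 0% = DMSO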
TLR4-MyD88 BLA: TLR4-MyD88 interaction inhibition in cells; HeLa CL3-4 TLR4/MyD88 BLA complementation, FRET ratio; actives 0.18% (n = 200,000); O00206+Q99836; AID 861; inhibition, % at 8.4 µM; in the data active = inhibition above about 25%;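 also: 0% = vehicle and 100% = reference inhibitor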
Target sequence (O00206 whole entry, looked up): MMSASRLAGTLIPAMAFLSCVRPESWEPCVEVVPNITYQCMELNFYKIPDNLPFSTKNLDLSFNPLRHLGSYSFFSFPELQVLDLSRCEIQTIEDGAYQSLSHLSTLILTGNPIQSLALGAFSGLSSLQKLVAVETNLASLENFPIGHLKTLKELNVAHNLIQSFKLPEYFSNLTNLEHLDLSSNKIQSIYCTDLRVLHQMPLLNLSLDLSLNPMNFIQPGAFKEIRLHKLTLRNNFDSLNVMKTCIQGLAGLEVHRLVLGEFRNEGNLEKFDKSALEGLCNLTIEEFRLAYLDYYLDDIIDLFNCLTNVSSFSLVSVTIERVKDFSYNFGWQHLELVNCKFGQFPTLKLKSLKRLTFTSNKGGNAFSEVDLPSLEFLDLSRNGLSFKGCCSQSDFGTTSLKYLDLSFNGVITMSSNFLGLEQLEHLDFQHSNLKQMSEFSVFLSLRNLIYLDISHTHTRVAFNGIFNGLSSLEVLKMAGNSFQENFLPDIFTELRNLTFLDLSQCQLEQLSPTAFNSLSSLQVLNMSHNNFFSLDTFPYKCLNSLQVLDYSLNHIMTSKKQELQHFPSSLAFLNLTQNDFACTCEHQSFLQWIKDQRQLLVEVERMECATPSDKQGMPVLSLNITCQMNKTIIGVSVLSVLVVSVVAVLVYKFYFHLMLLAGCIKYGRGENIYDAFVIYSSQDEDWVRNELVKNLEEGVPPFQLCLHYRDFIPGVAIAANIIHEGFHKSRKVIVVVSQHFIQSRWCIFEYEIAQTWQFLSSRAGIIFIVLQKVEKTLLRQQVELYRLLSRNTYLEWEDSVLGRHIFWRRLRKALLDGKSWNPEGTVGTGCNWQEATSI
Target sequence (Q99836 whole entry, looked up): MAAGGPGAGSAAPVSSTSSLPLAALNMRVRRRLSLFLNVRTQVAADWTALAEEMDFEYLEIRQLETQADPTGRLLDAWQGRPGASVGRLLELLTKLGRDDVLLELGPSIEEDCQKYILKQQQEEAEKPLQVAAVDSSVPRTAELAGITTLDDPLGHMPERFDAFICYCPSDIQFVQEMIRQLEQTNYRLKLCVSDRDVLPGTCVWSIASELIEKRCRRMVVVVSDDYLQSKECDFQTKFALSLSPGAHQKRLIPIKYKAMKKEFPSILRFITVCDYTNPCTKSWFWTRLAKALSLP
APP 5'UTR act: APP 5'UTR luciferase reporter activation; SH-SY5Y APP 5'UTR luciferase reporter, luminescence; zero percent = DMSO vehicle wells; activation, % at 2 µM; actives 1% (n = 190,000); AID 1276;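 active = activation above a set limit, based on mean plus 3 SD of controls, cut at about 140% in these data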; also: values of inactives mirror those of a sister screen read the other way
Starred values were filed as active, the others as inactive; nt = not tested or not shown.

SMILES	NF-kB neuron act	Redox H2O2 prof	STAT1 act	STAT3 activator	STAT3 inh	STAT1 blocker	Efa HMGR inh	Hsp70 activator	TLR4-MyD88 BLA	APP 5'UTR act
Cc1ccsc1CN(C)C(=O)CCc1nnc(COc2ccccc2)o1	1.6	-0.1	123	116	-16	-27	-3	-0.2	6	28
COc1ccc([N+](=O)[O-])cc1N(CC(=O)N1CCCC1)S(C)(=O)=O	1.3	-0.2	88	85	26	11	-1	-0.2	-15	7
CCOC(=O)C1CCCN(C2CC(=O)N(c3ccc(C)cc3)C2=O)C1 (configuration not stated)	1.1	0.0	95	99	7	5	-3	-0.2	-11	4
COc1ccc(-n2c(O)c(/C=N/NS(=O)(=O)c3ccc(C)cc3)c3ccccc3c2=O)cc1OC	0.76	-0.7	95	100	8	5	-3	0.0	-6	-8
CCN1CCN(CC(=O)Nc2c(C(=O)OC)[nH]c3cccc(Cl)c23)CC1	0.72	0.7	99	100	4	1	-1	0.2	23	-13
COc1ccc(N2CCN(C(=O)CCn3nnc4ccccc43)CC2)cc1	1.2	-0.5	95	107	-7	6	-4	0.1	-6	1
CCCNC(=O)c1ccc(Cn2cc(C(F)(F)F)ccc2=O)cc1	0.85	-1.2	99	103	0	-1	5	-0.1	5	-5
O=C(N/N=C/c1ccc(O)cc1)c1nc(-c2ccccc2)n(-c2ccccc2)n1	1.1	-0.7	97	105	-7	3	-2	-0.2	-1	-16
O=C(CN1CCC(n2nnc3ccccc32)CC1)Nc1ccc2c(c1)CCC2	0.99	-3.7	101	100	0	-1	-3	0.0	0	4
O=C(Nc1ccc(OC(F)(F)F)cc1)C1CCCN(S(=O)(=O)c2cccnc2)C1 (configuration not stated)	1.1	1.6	96	97	8	4	-1	-0.1	-6	23
N#Cc1c(-c2ccccc2)nc(-c2ccncc2)[nH]c1=O	1.6	-2.4	104	100	2	-5	-2	-0.3	2	-69
COC(=O)C1=C(C)NC(=O)NC1c1ccc(N2CCC(c3ccccc3)=N2)cc1 (configuration not stated)	1.1	0.4	99	96	10	-1	3	0.1	-23	4
CC(C)CNc1oc(-c2ccc(F)cc2)nc1C#N	1.3	-0.1	103	105	-1	-3	2	-0.3	1	3
c1ccc(-c2cc3n(c2)CCc2ccccc2-3)cc1	2.9	0.3	130*	191*	-106	-43	-1	0.5	-7	48
CC(C)NC(=O)c1cccc(Cn2cc(Cl)cn2)c1	1.1	1.8	98	100	10	2	0	-0.3	-9	-3
Cc1cc(-c2csc(N)n2)c(C)n1CCC(C)C	0.9	0.0	100	97	4	0	-3	-0.1	-7	20
CCn1c(C(C)NC(=O)c2cccs2)nc2ccccc21 (configuration not stated)	0.92	-2.3	101	104	-5	0	-1	0.1	3	10
O=C(NCc1cccnc1)c1ccc(Cl)c(Cl)c1	1	1.9	99	102	2	1	1	-0.3	-5	9
CC(C)Oc1ccc(NC(=O)C2CCCNC2=O)cc1 (configuration not stated)	1.2	2.1	109	103	0	-10	-3	-0.5	3	8
Cc1ccc(-c2nnn(CCOc3cccc(Br)c3)n2)cc1	1.2	-0.5	97	104	-6	3	-3	-0.1	8	5

Of the compounds above, these contain a cyano group.
SMILES	NF-kB neuron act	Redox H2O2 prof	STAT1 act	STAT3 activator	STAT3 inh	STAT1 blocker	Efa HMGR inh	Hsp70 activator	TLR4-MyD88 BLA	APP 5'UTR act
N#Cc1c(-c2ccccc2)nc(-c2ccncc2)[nH]c1=O	1.6	-2.4	104	100	2	-5	-2	-0.3	2	-69
CC(C)CNc1oc(-c2ccc(F)cc2)nc1C#N	1.3	-0.1	103	105	-1	-3	2	-0.3	1	3

The results go on.
SMILES	NF-kB neuron act	Redox H2O2 prof	STAT1 act	STAT3 activator	STAT3 inh	STAT1 blocker	Efa HMGR inh	Hsp70 activator	TLR4-MyD88 BLA	APP 5'UTR act
O=c1c([N+](=O)[O-])cccn1Cc1ccc(F)cc1Cl	1.4	-0.7	95	91	12	4	-4	-0.1	10	2
CCCCOc1ccc(-c2nnn(CC(=O)NCc3ccco3)n2)cc1	1.9	0.5	118	108	-5	-19	-1	0.2	20	7
OC(CCCN1CCCCC1)(c1ccccc1)c1ccccc1	1.2	0.5	92	103	-2	8	-2	-0.2	-17	-1
Cn1cccc1C(=S)N1CCOCC1	1.1	4.6	104	99	5	-5	0	1.1	-7	9
CCN(CC(=O)NC1CCS(=O)(=O)C1)Cc1nc2c(Br)cc(Br)cc2c(=O)[nH]1 (configuration not stated)	1.1	-1.9	98	101	3	2	0	-0.2	6	-7
OCc1cn(-c2ccccc2)nn1	1.2	0.6	95	92	17	6	3	0.1	-16	-11
Cc1ccnc2nc(C(=O)Nc3nnc(-c4ccc(Cl)cc4)o3)nn12	0.97	-0.1	108	103	6	-11	-2	-0.1	-3	-1
CCN(C(=O)COC(=O)c1cc(-c2ccccc2)nc2c1c(C)nn2-c1ccc(C)cc1)C1CCS(=O)(=O)C1 (configuration not stated)	1.2	-0.4	104	102	-1	-5	-2	-0.3	7	1
Cc1ccc2cc(C#N)c(N3CCCN(S(=O)(=O)c4ccccc4)CC3)nc2c1C	nt	1.1	103	101	2	-4	nt	0.0	-3	1
Cc1oc(-c2ccc(C(F)(F)F)cc2)nc1CN(Cc1ccccn1)C[C@@H]1CCC(=O)N1	0.83	-0.8	112	111	-8	-15	-2	0.2	3	12
Cc1c(NC(=O)CSc2ncnc3ccccc23)c(=O)n(-c2ccccc2)n1C	1	-1.0	95	119	-22	5	-5	0.2	-13	4
COCCNC(=S)Nc1cc(OC)c(NC(=O)c2ccco2)cc1OC	1.8	-0.2	104	101	1	-6	-8	0.0	3	2
CCOc1c(Cl)cc(CNc2ccc(N3CCCC3)cc2)cc1OC	0.67	-0.2	95	123	-22	2	1	-0.4	12	28
CCC(=O)N1CCC(C(N)=O)(N2CCCCC2)CC1	1.1	-1.2	100	99	4	-1	-3	-0.2	15	-1
O=C(Nc1nc(-c2ccccc2)cs1)C1CCCO1 (configuration not stated)	1.7	0.2	116	96	8	-18	0	-0.3	9	26
O=S(=O)(Nc1cccnc1)c1ccc(Cl)cc1	0.81	0.2	96	100	4	4	-3	-0.1	-4	10
CCOC(=O)CSc1nnc(CNC(=O)Cc2ccccc2)n1C	1.2	1.7	92	94	12	9	-1	-0.4	-11	13
O=C(O)c1cccc(N2C(=O)/C(=C/c3ccc(SCc4ccc(Cl)cc4)o3)SC2=S)c1	1	0.1	106	110	-8	-9	-1	-0.3	6	17
CCOC(=O)C1C(=O)CC(C)(O)C(C(=O)OCC)C1c1ccc(Br)cc1 (configuration not stated)	1	0.1	97	103	2	4	-3	-0.5	4	7
O=C(/C=C/c1c(Cl)nc2ccccn12)Nc1ccc(F)cc1	0.59	0.1	111	86	24	-12	4	0.0	-5	3
Cc1cc(C)c(NC(=O)Cn2c(=O)n(-c3ccc(CC(=O)NCC4CCCO4)cc3)c(=O)c3ccccc32)c(C)c1 (configuration not stated)	1.1	-0.8	103	101	3	-4	-4	-0.4	14	6
O=S(=O)(NCC1COc2ccccc2O1)c1ccc2ccccc2c1 (configuration not stated)	0.9	0.1	102	102	-5	-3	4	0.1	-4	-1
O=C1Cn2c(nc3ccccc32)N1c1cccc(C(F)(F)F)c1	1.1	0.6	98	136*	-37	2	-3	-0.2	-9	4
COc1ccc(NC(=O)CC2C(=O)N(c3cccc(OC)c3)C(=O)N2C(C)C)cc1 (configuration not stated)	1.1	-1.0	95	106	-3	3	-1	0.0	-2	1
O=c1c2ccccc2n2c(-c3cccc(Cl)c3)nnc2n1Cc1ccccc1	0.91	0.9	105	91	15	-5	-7	-0.5	1	35
O=C1CCCCCN1CP(=O)(O)CCc1ccccc1	1.2	1.9	112	98	5	-13	1	0.0	-7	-10
COc1cccc(OC)c1C(=O)N1CCN(S(=O)(=O)c2ccc(C)cc2)CC1	0.95	-0.2	107	106	-6	-5	-5	-0.1	8	-11
CCc1nnc(NC(=O)C2=NN(C3CCS(=O)(=O)C3)C(=O)CC2)s1 (configuration not stated)	1	0.0	102	105	-4	-2	-1	-0.4	1	4
Cc1cccc(OCC(=O)NNc2c3ccccc3nc3ccccc23)c1	0.83	-0.2	99	82	23	1	-5	-0.2	8	13
Cc1cc(NC(=O)CN2CCN(c3ccccc3O)CC2)no1	0.9	1.0	104	102	0	-4	-7	0.1	5	21
COCCN1Cc2cccc(C(=O)NCC3CCN(CC(C)C)C3)c2C1=O (configuration not stated)	0.95	-0.9	85	100	2	15	-3	-0.1	-2	26
CCC12OC(=N)C(C#N)(C1C)C(C#N)(C#N)C(c1ccccc1)O2 (configuration not stated)	1.4	-0.3	98	101	3	3	-2	-0.4	-6	-1
CCn1cnc2c1c(=O)n(CC(=O)NCc1ccccc1)c(=O)n2Cc1ccccc1	0.93	-0.5	98	108	-8	1	6	-0.2	-15	-17
Cn1ncc(C#N)c1NC(=O)C1CC(c2ccc(Cl)cc2)=NO1 (configuration not stated)	1.2	2.1	98	97	7	3	3	0.2	11	1
C/C(=N\Nc1cc(Cl)nc(C)n1)c1ccc(Cl)c(Cl)c1	1.1	2.9	104	99	7	-4	-4	-0.1	-6	nt
CC1=CC(C)[C@H](/C=N/n2c(=O)[nH]c3c([nH]c4ccc(Br)cc43)c2=O)C(C)C1 (some centres not stated)	1.3	-0.2	95	107	4	5	-3	0.2	3	-2
COc1ccc(NC(=O)CCc2ccccc2)cc1NC(=O)c1ccco1	1.3	2.0	101	98	7	-1	-1	0.1	0	-5
O=C(Oc1cc(=O)n2ccccc2n1)c1ccccc1	1.1	0.0	100	105	-8	-1	-2	-0.5	-7	-20
Cc1ccc(CCc2nnc(SCC(=O)Nc3ccccc3Cl)n2-c2ccccc2)o1	0.72	0.6	110	114	-13	-11	-1	-0.5	12	6
O=C1OCc2ccc(NC(=O)C3CCCCC3)cc21	0.88	0.0	99	101	0	2	-6	-0.3	1	-11
CC1C(O)=C(c2nc3ccccc3[nH]2)C(=N)N1c1ccccc1 (configuration not stated)	1.5	0.0	109	99	1	-10	-6	0.8	-20	11
Cc1[nH]nc(-c2ccc(OCc3cnn(-c4ccccc4)c3)cc2O)c1Oc1ccc(F)cc1	0.92	2.2	102	98	3	-2	-4	-0.2	-3	5
COC(=O)c1[nH]c2cc(OC)ccc2c1NC(=O)CN1CCC(C(N)=O)(N2CCCCC2)CC1	0.8	0.3	103	107	-7	-3	-1	0.0	-8	4
COc1ccc(CN(C(=O)c2ccc(-c3ccccc3)[nH]2)C(C(=O)NCC2CCCO2)c2ccc(C)o2)cc1 (configuration not stated)	0.5	-6.9	90	101	-1	11	-3	-0.2	10	7
C=CCc1cccc([C@@H]2[C@@H](C)CC[C@H]3C(=O)N4[C@@H](c5cc(OC)c(OC)c(OC)c5)c5[nH]c6ccccc6c5C[C@H]4C(=O)N23)c1	0.77	0.4	99	121	-28	2	0	-0.2	-10	3
Cc1ccc(S(=O)(=O)NCC(=O)N(CC(=O)NCC2CCCO2)Cc2ccco2)cc1 (configuration not stated)	1.1	0.5	102	95	14	-2	7	-0.1	-3	-1
